# p53ts 39C tox – p53ts cell cytotoxicity, nonpermissive temperature | H1299-p53A138V viability at 39C, ATP luminescence, 24 h | Potency, µM (top dose mostly 46.1 µM), for inactives: top-dose activity change, negative = cell killing, hits mostly cytotoxic | hit rate 1.5% among 130,000; note: nearly all actives have a fitted effect of over 55% in size
# IkB sig inh – suppresses IkB signaling in ABC-DLBCL reporter cells; hit rate 0.04% among 110,000; ABC-DLBCL IkBa-CBG/CBR dual luciferase ratio, 4 h; response scale: scaled: untreated 0%, proteasome inhibitor 100%; Potency, µM (series often up to 57.1 µM), for the others: top-dose IkBa stabilization activation; active = well fitted curve in the direction sought with a large enough effect in the signal ratio, not every such curve was filed as active; inconclusive = small, poorly fitted or top-dose-only effect, or a change in a side signal; the % refers to the signal ratio;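 note: the direction sought is a rising ratio; 0% = basal untreated cells and 100% = reference inhibitor full response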
#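 Curves were fitted separately to fusion (green), unfused (red) and ratio luminescence, then classed by r2, magnitude and activity. Cells: OCI-Ly3, 4 h compound plus doxycycline at 37C; 10 uM MG-132 defined full response.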
# Imprint erasure – induces erasure of genomic imprints in mouse ES cells; mouse ES Peg3-LacZ reporter, beta-gal luminescence, 40 h; hit rate 0.02% among 110,000; Potency, µM (highest dose often 60.7 µM), inactives show top-dose activity change, positive = activation, usual class: activators;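 note: 0% = negative control wells on the plate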
#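 Each well holds 300 Peg3LacZ-Neo (maternal) female ES cells incubated 40 h at 37C, 5% CO2. LacZ is measured by BetaGlo luminescence, with AC50 and maximum efficacy derived from dose-response curves.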
# p53ts 32C kill – cytotoxicity in p53ts cells at permissive temperature. H1299-p53A138V at 32C, ATP luminescence viability, 24 h. Potency, µM (titrated, usually from 46.1 µM), without a hit: at the highest dose activity change, negative = cytotoxicity, actives largely listed as cytotoxic. hit rate 0.93% among 130,000. AID 924;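 note: 0% = DMSO and -100% = full killing by reference compound; nearly all actives have a fitted effect of over 55% in size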
#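 Viability by ATPlite luminescence after 24 h compound treatment (up to 46 uM) at the permissive 32C. Cells are H1299 carrying p53 A138V. Scale runs from DMSO basal to 100 uM tamoxifen as full kill; AC50 from Hill fits.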
# * = called active by the depositor; ? = inconclusive; . = not tested or not shown; & = joins results of further samples; [ ] = remark or other dose. Unless noted, calls come from the whole dose curve; as a rule, active = well fitted curve in the direction sought with a large enough effect; inconclusive = small, poorly fitted or top-dose-only effect, or another doubt; inactive = no such curve, though single readings can be large; an effect the other way counts as inactive or inconclusive. Unless noted, % is set by controls: 0 for no effect and ±100 for the full control effect; potency is the fitted concentration of half-maximal effect. A portion of the library; the hit share may differ from the screen's.
mol,p53ts 39C tox,IkB sig inh,Imprint erasure,p53ts 32C kill
Cc1nnc(NC(=O)c2cccn(Cc3ccccc3)c2=O)s1,-3.4%,1.0%,20.3%[10.9 µM],-0.2%
COc1ccc(Nc2ncc(C(=O)N3CCC4(CC3)OCCO4)c3ccccc23)cc1,-6.3%,-0.8%,-14.4%,7.9%
CC(=O)NC1CC2CCC(C1)N2 (stereo not given),2.7%,-0.3%,6.3%,-1.9%
CCC(C)NC(=O)c1c(N)n(CC2CCCO2)c2nc3ccccc3nc12 (stereo not given),-12.9%,?,-14.8%,10.9%
CCC12CN3CC(CC)(CN(C1)C3c1ccccn1)C2=O (stereo not given),-18.4%,0.8%,-6.2%[10.9 µM],-11.2%
Cc1cc(OC(=O)c2ccco2)c2c3c(c(=O)oc2c1)CCC3,4.3%,-1.1%,-5.5%,-2.0%
O=C(CN1C2CCC1CC(O)(c1cccnc1)C2)Nc1ccc2c(c1)OCO2 (stereo not given),18.0%,-0.1%,-7.0%,-0.8%
CC(C)(C)C(=O)CP(=O)(O)O,-2.6%[9.22 µM],-0.2%[11.4 µM],-10.7%[10.9 µM],-2.9%[9.22 µM]
C=CC=O,3.2%,3.1%,11.3%,-5.3%[1.84 µM]
CC(=O)c1ccc(NC(=O)c2sc3nc4c(cc3c2N)N2CCC4CC2)cc1,-21.5%,?,-6.2%[10.9 µM],?
O=C(CN1CCN(CCO)CC1)Nc1ccc(Cl)cc1C(=O)c1ccccc1,4.1%,.,.,-7.3%
NC(N)=NN=Cc1c(Cl)cccc1Cl,-13.4%,-0.1%,-43.0%[inhibitor],-2.7%
O=C1NC(=O)C2(Cc3c(nc4ccccn4c3=O)N3CCCCCC32)C(=O)N1Cc1ccccc1 (stereo not given),38.5%[activator],5.8%,-25.9%,13.5%
COC(=O)NC/C=C\c1nc(CC/C=C\C(=O)O[C@H]2C[C@H]3CC(=O)O[C@@H](/C=C\CC(C)C)C[C@@H]4CC[C@H](C)[C@H](C[C@@H](OC)C[C@H](C2)O3)O4)co1,-3.8%[9.22 µM],.,.,17.0%[9.22 µM]
Cc1ccc(CCN2CC(C(=O)N3CCC4(CC3)OCCO4)CC2=O)cc1 (stereo not given),-4.3%,-0.4%,-0.5%,1.0%
O=C(c1ccncc1)N1CCC[C@@]2(CCN(Cc3nccs3)C2)C1,6.2%,-0.8%[11.4 µM],.,-5.1%
ClC(Cl)=C(c1ccc(Cl)cc1)c1ccc(Cl)cc1,-11.3%&-9.8%,3.7%&2.4%,-7.2%&-2.9%&0.6%,6.6%&-0.6%[1.84 µM]
CNC(=O)Oc1cccc2c1OC(C)(C)O2,6.9%,.,-11.7%,1.7%
Nc1nc(N)c(N=Nc2ccc([As](=O)(O)O)cc2)c(=O)[nH]1,-3.7%[9.22 µM],-0.9%[11.4 µM],-10.3%[10.9 µM],13.5%[9.22 µM]
C=Cn1c(P(=S)(N2CCOCC2)N2CCOCC2)cc2c1CCCC2,1.4%,0.7%,-11.5%,15.8%
C[As+](C)(c1ccc(Br)c([N+](=O)[O-])c1)c1ccc(Br)c([N+](=O)[O-])c1.O=[N+]([O-])O,12.4%[9.22 µM],-1.4%[11.4 µM],-2.1%[10.9 µM],11.6%[9.22 µM]
COP(=S)(OC)Oc1ccc(SC)c(C)c1,10.6%,-3.4%,-9.6%&-8.6%,1.2%[1.84 µM]
CCCCc1ccc(NC(=O)c2cccn(Cc3ccc(Cl)cc3)c2=O)cc1,-22.0%,-1.2%,-8.1%[10.9 µM],10.7%
COc1ccccc1CN1CCN(C(=O)COc2cccc(C)c2)CC1,10.5%,2.4%,-10.3%[10.9 µM],1.8%
CC(C)c1cccc(C(C)C)c1O,2.1%,0.5%,-7.8%,-11.5%[1.84 µM]

# Three of these compounds, set out differently.
# Under each structure: p53ts 39C tox | IkB sig inh | Imprint erasure | p53ts 32C kill
O=C1NC(=O)C2(Cc3c(nc4ccccn4c3=O)N3CCCCCC32)C(=O)N1Cc1ccccc1 (stereo not given)
  38.5%[activator] | 5.8% | -25.9% | 13.5%
COC(=O)NC/C=C\c1nc(CC/C=C\C(=O)O[C@H]2C[C@H]3CC(=O)O[C@@H](/C=C\CC(C)C)C[C@@H]4CC[C@H](C)[C@H](C[C@@H](OC)C[C@H](C2)O3)O4)co1
  -3.8%[9.22 µM] | . | . | 17.0%[9.22 µM]
Cc1ccc(CCN2CC(C(=O)N3CCC4(CC3)OCCO4)CC2=O)cc1 (stereo not given)
  -4.3% | -0.4% | -0.5% | 1.0%

# Next part
mol,p53ts 39C tox,IkB sig inh,Imprint erasure,p53ts 32C kill
O=C(Nc1ccc(OC(=O)N2CCCC2)cc1)N1CCOCC1,5.7%,-1.1%,-63.8%[inhibitor],4.7%
CCCCC(CC)COC(=O)c1ccccc1C(=O)OCC(CC)CCCC (stereo not given),3.9%,3.3%,-5.3%,7.3%[1.84 µM]
Cc1ccc2nc(NC(=O)c3cccn(Cc4ccc(Cl)cc4)c3=O)sc2c1,-10.2%,?,-13.6%[10.9 µM],10.3%
COc1ccc(N2C(=O)NC(=O)C(CCc3ccncc3)(CCc3ccncc3)C2=O)cc1,20.8%,.,.,11.6%
Cc1ccc(NC(=O)Cn2c(=O)cc(-c3ccccc3)c3c(C)nn(C)c32)c(Cl)c1,?,-0.2%,-20.4%[10.9 µM],5.1%
CC(=NCC1CCCO1)c1c(O)n(-c2ccccc2)c(=O)[nH]c1=O (stereo not given),-4.5%,-1.2%,5.2%,4.5%
O=C1CC(=O)N(c2cccc(Cl)c2)C(=O)N1,-2.7%,5.6%,.,-13.0%
CC(=O)O/C(=C1/C[C@H]2[C@@H]3CC=C4C[C@@H](OC(C)=O)CC[C@]4(C)[C@@H]3CC[C@]2(C)C1=O)C(F)(F)F,14.2%[9.22 µM],10.3%[11.4 µM],-20.7%[10.9 µM],4.2%[9.22 µM]
Cc1c(C(=O)N2CCOCC2)sc2nc(-c3ccccc3)cn12,?,0.9%,-49.1%[inhibitor],?
N#Cc1ccccc1Cn1cc(C(=O)C2CC2)c2ccccc21,-3.1%,8.4%,-24.5%,7.2%
COc1cccc(-n2c(/C=C\c3ccc(Cl)cc3)nc3ccccc3c2=O)c1,-10.4%,?,-12.1%[10.9 µM],-5.2%
CCN1CC=C(c2c[nH]c3ccccc23)CC1,3.5%,.,.,6.2%
NS(=O)(=O)c1ccc(N=Cc2c(O)n(C3CCCCC3)c(=O)n(C3CCCCC3)c2=O)cc1,?,?,-33.9%[inhibitor],?
CCOc1ccc(-n2c(O)c(C=Nc3ccc(N4CCOCC4)cc3)c(=O)[nH]c2=O)cc1,7.4%,-0.3%,5.7%,4.5%
COc1ccc(C2=NCC(=O)N(CC(=O)NCc3ccco3)c3sc4c(c32)CCCC4)cc1OC,-10.5%,6.1%,-15.5%,3.7%
CCCCSP(=O)(SCCCC)SCCCC,-8.5%,.,0.5%,2.9%
COc1c2c(c(CC=C(C)C)c3oc(=O)c(-c4ccc(O)cc4)c(O)c13)OC(C)(C)C=C2,11.4%,.,1.3%,17.3%
Nc1cccc(N=Cc2c(O)n(Cc3ccc(F)cc3)c(=O)[nH]c2=O)c1,-4.8%,-1.8%,-8.0%,?
CC(C)(C)c1ccc(S(=O)(=O)Nc2ccc(O)c(Sc3nc4ccccc4s3)c2)cc1,?,?,-10.8%[10.9 µM],-0.7%
c1ccc2cc(CC3=NCCN3)ccc2c1,5.0%&11.2%,-2.0%&-1.9%,-9.5%&-22.1%,0.3%&6.7%
CCOc1ccc(C2SCC(=O)Nc3c2c(=O)[nH]n3C2CCCCCC2)cc1 (stereo not given),-3.4%,.,.,-6.3%
CSC([N-]/N=C/c1cccc(C)n1)=[S]=[Cu].CS[C@H]([S-])[N-]/N=C/c1cccc(C)n1,?,?,.,2µM*
CN1CCc2cc3c(cc2C1O)OCO3 (stereo not given),14.8%,.,?,2.6%
COC(=O)CC1(Cc2ccccc2)C(=O)NC(=O)NC1=O,9.2%,-0.1%,5.2%,3.6%
Nc1ccc(-c2ccc(N)cc2)cc1,-6.2%,1.5%,3.0%,?
CC1=C2C(=O)[C@@H]3[C@@H](CC=C4C[C@@H](O)CC[C@@]43C)[C@H]2CC[C@@]12O[C@H]1C[C@H](C)CN[C@H]1[C@@H]2C,-0.3%[9.22 µM],1.6%[11.4 µM],-1.5%[10.9 µM],-6.4%[9.22 µM]
CCC(=NCc1ccco1)c1c(O)n(-c2ccc(OC)cc2)c(=O)[nH]c1=O,6.2%,0.1%,14.2%,-3.2%
O=C1CC2OCC=C3CN4CC[C@]56c7ccccc7N1[C@H]5[C@H]2C3C[C@H]46 (stereo not given in full),1.5%,.,-14.3%,-7.9%
COC(=O)N(c1ccc(OC)cc1)P1(=S)OCCC(C)O1 (stereo not given),-3.9%,0.1%,-8.3%,16.5%
NC(N)=Nc1ccc2[nH]c3c(c2c1)C[C@]1(O)[C@@H]2Cc4ccc(O)c5c4[C@]1(CCN2CC1CC1)[C@H]3O5,25.1µM*,-0.3%,.,12.6µM*
O=C(COc1ccccc1F)N1CCN(Cc2cc(=O)n3nc(-c4ccccc4Cl)sc3n2)CC1,-8.4%,0.9%,-1.4%[10.9 µM],1.1%
Cc1[nH]ccc2c1[nH]c1cc(=O)ccc12,?,?,-44.6%[inhibitor],-18.0%
CCCN[C@@H]1CCc2c(OC)cccc2[C@@H]1C,-10.1%,0.5%,-5.4%,3.4%
Cc1ccc(-n2c(/C=C/c3ccc(Br)s3)nc3ccccc3c2=O)cc1,-2.1%,?,-14.7%[10.9 µM],10.5%
CC(=O)N1CCN(c2ccc(N=Cc3c(O)n(-c4ccc(Cl)cc4)c(=O)[nH]c3=O)cc2)CC1,11.4%,1.3%,1.8%,3.0%
Cn1c(=O)c2nncnc2n(C)c1=O,-5.9%,1.9%,4.9%,4.2%
C[N+]1(C)CCO[C@](O)(c2ccc(-c3ccc([C@]4(O)C[N+](C)(C)CCO4)cc3)cc2)C1,3.4%[20.6 µM],-0.2%[25.6 µM],?,-2.4%[20.6 µM]
CN(C)c1cc(N)c2c(n1)CCC2 (tested in a mixture with another compound),3.4%,0.3%,-10.4%,4.4%
O=C(O)[C@@H](Br)[C@H](Br)C(=O)O,18.0%[9.22 µM],-0.9%[11.4 µM],4.7%[10.9 µM],-1.2%[9.22 µM]
COc1ccc(OCC(=O)N2CCN(Cc3cc(=O)n4nc(-c5ccccc5C)sc4n3)CC2)cc1,-5.9%,-1.3%,-10.3%[10.9 µM],-6.4%
CC(=Nc1ccc2c(c1)CCC2)c1c(O)n(C2CCCCC2)c(=O)[nH]c1=O,11.3%,0.4%,-3.7%,3.1%
COc1ccc(Cl)cc1NC(=O)CN1C(=O)CN=C(c2ccccc2)c2cc(Cl)ccc21,-9.9%,?,-5.9%[10.9 µM],18.3%
Cc1ccc(S(=O)(=O)Cc2ccc(C(=O)N3CCC4(CC3)OCCO4)o2)cc1,18.4%,0.3%,-6.1%,12.2%
O=C(Cn1cnc2ccccc2c1=O)NCC(=O)N1CCC2(CC1)OCCO2,-1.1%,0.2%,-5.3%,-0.4%
O=C1CC(c2c(F)cccc2Cl)c2c(c3ccccc3oc2=O)O1 (stereo not given),29.8%,?,-5.3%[10.9 µM],2.9%
N#Cc1cccc(NC(=O)N2CCCC3(CCN(C(=O)Oc4ccccc4)CC3)C2)c1,-9.6%,-1.6%[11.4 µM],.,-9.7%
OC1(c2cccnc2)CC2CCC(C1)N2Cc1nnnn1Cc1ccccc1 (stereo not given),1.3%,1.2%,-16.2%,15.8%
C(CCOCC1CO1)COCC1CO1 (stereo not given),9.5%,-0.8%,0.6%,8.2%[1.84 µM]
Cn1c(O)c(/C=N/c2ccccn2)c(=O)n(C)c1=O,4.8%,0.9%,16.9%,1.4%
O=C(NC[P+](=O)O)OCc1ccccc1,1.2%,-1.3%,4.0%,8.3%
c1cc(Cc2cnc[nH]2)ccn1,1.7%,.,-9.0%,-0.4%

# Two compounds picked at random from those above:
mol,p53ts 39C tox,IkB sig inh,Imprint erasure,p53ts 32C kill
O=C1CC(c2c(F)cccc2Cl)c2c(c3ccccc3oc2=O)O1 (stereo not given),29.8%,?,-5.3%[10.9 µM],2.9%
O=C(O)[C@@H](Br)[C@H](Br)C(=O)O,18.0%[9.22 µM],-0.9%[11.4 µM],4.7%[10.9 µM],-1.2%[9.22 µM]

# From PubChem BioAssay
